Compound activity deposited in PubChem by Sanford-Burnham Center for Chemical Genomics.
CXCR6 inh: blocks human CXCR6 beta-arrestin recruitment; O00574; CHO-K1 PathHunter CXCR6 beta-arrestin, luminescence; inhibition, % at 20 µM; hit rate 0.36% among 360,000; in the data active means inhibition above about 34%, passing the limit was not always enough;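 further: antagonist mode with CXCL16 agonist at 10 nM final; 0% = 10 nM CXCL16 with DMSO and 100% = unstimulated wells without agonist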
Target sequence (O00574 whole entry, looked up): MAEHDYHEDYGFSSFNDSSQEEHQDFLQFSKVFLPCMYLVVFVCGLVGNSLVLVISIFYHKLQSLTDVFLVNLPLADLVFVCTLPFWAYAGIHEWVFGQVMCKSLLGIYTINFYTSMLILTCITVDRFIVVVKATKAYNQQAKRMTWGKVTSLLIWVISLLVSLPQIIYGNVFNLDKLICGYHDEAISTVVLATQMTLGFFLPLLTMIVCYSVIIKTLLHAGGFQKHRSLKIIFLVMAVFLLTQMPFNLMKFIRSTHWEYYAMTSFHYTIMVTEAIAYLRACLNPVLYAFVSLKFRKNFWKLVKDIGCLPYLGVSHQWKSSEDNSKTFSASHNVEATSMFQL
EBI2 block: antagonists of human EBI2 receptor | EBI2 beta-arrestin recruitment, luminescence, 7a,25-OHC stimulated | inhibition, % at 5 µM | hit rate 0.81% among 360,000 | AID 651636; in the data active means inhibition above about 38%;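 further: enzyme fragment complementation signal reports receptor beta-arrestin coupling in cells; 0% = agonist plus DMSO wells and 100% = wells without agonist; some results beyond the cut were filed as inactive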
Target sequence (P32249 whole entry, looked up, the tested form may be a part): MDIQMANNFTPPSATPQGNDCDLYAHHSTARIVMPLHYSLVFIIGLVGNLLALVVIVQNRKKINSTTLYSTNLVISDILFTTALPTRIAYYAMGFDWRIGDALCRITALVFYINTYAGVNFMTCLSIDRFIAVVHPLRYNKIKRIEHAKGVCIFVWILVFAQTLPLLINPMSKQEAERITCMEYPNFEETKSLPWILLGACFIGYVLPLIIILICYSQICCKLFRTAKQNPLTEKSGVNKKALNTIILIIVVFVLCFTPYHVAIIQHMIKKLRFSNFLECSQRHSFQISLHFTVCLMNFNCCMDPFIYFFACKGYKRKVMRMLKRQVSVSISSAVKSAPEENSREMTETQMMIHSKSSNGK
An asterisk follows results filed as active.

Start of the data: the first 4 entries as a preview:
SMILES	CXCR6 inh	EBI2 block
CC1(C(=O)Nc2cccc3c2CCCC3)CCN1C(=O)C1(c2ccc(Cl)cc2)CC1 (stereo not given)	13.2	-6.0
CNc1cncc(-c2cc(C)c(O)c(C)c2)n1	3.6	-1.3
COCCNc1nc(NCc2ccc(C)cc2C)c2sccc2n1	-8.2	-24.9
COc1ccc(-c2cc3nc(C)cc(N4CCN(C(=O)c5cccnc5)CC4)n3n2)cc1	1.2	7.8

The list itself, from the start:
SMILES	CXCR6 inh	EBI2 block
CC1(C(=O)Nc2cccc3c2CCCC3)CCN1C(=O)C1(c2ccc(Cl)cc2)CC1 (stereo not given)	13.2	-6.0
CNc1cncc(-c2cc(C)c(O)c(C)c2)n1	3.6	-1.3
COCCNc1nc(NCc2ccc(C)cc2C)c2sccc2n1	-8.2	-24.9
COc1ccc(-c2cc3nc(C)cc(N4CCN(C(=O)c5cccnc5)CC4)n3n2)cc1	1.2	7.8
COc1cccc(-c2cnc3c(NC=O)cc(-c4ccccc4)cn23)c1	1.1	9.9
CCCNC(=O)C1(C)CCN(C(=O)c2ccc3snnc3c2)C1 (stereo not given)	-10.0	-10.4
CC1(Oc2ccc3ccccc3c2)CCN(Cc2ccc(OC(F)(F)F)cc2)C1 (stereo not given)	-1.8	-12.3
CC(C)CNC(=O)C1(C)CCCN1Cc1ccccc1OC(F)F (stereo not given)	10.4	4.3
CC(C)Cc1nnc(NS(=O)(=O)c2ccccc2)s1	8.8	-2.0
Cc1ccc2nc(-c3ccccc3)c(Cc3ccsc3)n2c1	9.2	0.3
COc1ccc(S(=O)(=O)NC(=O)C2(C)CCN2C(=O)CC2CCCCC2)cc1OC (stereo not given)	-5.7	-4.8
Cn1c(=O)c2c(-c3ccccc3)n(-c3cc(Cl)c([N+](=O)[O-])cc3O)cc2n(C)c1=O	2.6	2.1
C[C@H]1CN([C@@H](C)CO)C(=O)CCCn2cc(nn2)CO[C@@H]1CN(C)S(=O)(=O)c1cccs1	-5.5	-9.5
C[C@@H]1COc2cccc(N3CCC[C@@H]3CO)c2S(=O)(=O)N1	-7.2	-13.5
O=C1O[C@@H](c2ccccc2)C[C@@H](O)[C@H](O)CCCCc2ccccc21	7.9	-7.2
Cc1ccsc1CNC(=O)C1(C)CCN1C(C)C (stereo not given)	-1.9	-5.6
O=C(CCc1nc2sc3c(c2c(=O)[nH]1)CCCC3)NCCc1ccc(Cl)cc1	-3.2	5.1
CC1(C(=O)NS(=O)(=O)c2cccc(C#N)c2)CCN1C(=O)c1ccco1 (stereo not given)	1.5	-7.9
O=C1Cc2cc(S(=O)(=O)N3CCN(c4ccc(C(=O)O)cc4)CC3)ccc2N1	-2.8	-5.8
COc1cc(C(=O)NCCNc2nc3c(C)cccc3cc2C#N)cc(OC)c1OC	1.1	-1.5
COC(=O)CCCn1cc(CN2CC(N3CCN(C)CC3)CS2(=O)=O)nn1 (stereo not given)	1.1	-10.2
CCCCN(C=O)c1c(CC)nc2c(OCCOc3ccc(F)cc3)cccn12	2.7	-8.9
CCc1nc2ccc(C(=O)N(C)Cc3ccco3)cn2c1N(C)Cc1ccc(OC)cc1	5.8	-10.8
CC1(C)CC(=O)C=C(c2n[nH]nc2C2CC2)C1	0.0	0.7
O=C1Nc2cc(C(=O)N3CCOCC3)ccc2S/C1=C/c1ccccc1F	-5.8	-5.7
Next entries
SMILES	CXCR6 inh	EBI2 block
CCOC(=O)[C@]12CCC=C1N(Cc1ccc3c(c1)OCO3)C(=O)[C@H](CC(=O)NCC13CC4CC(CC(C4)C1)C3)C2	10.4	16.9
CCCCC1Cc2[nH][nH]c(=O)c2C(c2ccc(Cl)cc2)O1 (stereo not given)	-8.1	4.0
CCOc1ccccc1NC(=O)COC(=O)C1COc2ccccc2O1 (stereo not given)	8.3	-3.2
COC(=O)[C@H]1C[C@@]2(O)CN(S(=O)(=O)c3ccc(C)cc3)C[C@@]2(OC(=O)NCC2CCCCC2)C[C@H]1C(=O)OC	6.6	-0.8
CC(C)(C)c1ccc(C(O)c2ncc(-c3ccccc3F)[nH]2)cc1 (stereo not given)	-3.7	19.2
Cc1ccc(S(=O)(=O)NC(C)C(=O)OCC(=O)Nc2sccc2C(N)=O)cc1 (stereo not given)	-5.0	-4.3
CCOC(=O)c1ccccc1NC(=O)COC(=O)C(CC)Oc1ccccc1 (stereo not given)	11.1	3.7
O=C1NC[C@H](CCCCN2C[C@H](Cc3ccc(O)cc3)N(CCC3CCCCC3)C(=O)C2=O)N(CC2CCCCC2)C1=O	6.5	3.4
COc1ccc(CN(C)C[C@@H]2OCCCC[C@H](C)Oc3ccc(NC(=O)Cc4ccccc4)cc3C(=O)N([C@@H](C)CO)C[C@@H]2C)cc1	9.9	-1.2
CC(C)[C@@H]1Cc2[nH]c(=S)[nH]c(=O)c2[C@H](CCc2ccccc2)O1	-3.2	-5.6
Cc1ccc2nc3n(c(=O)c2c1)-c1cc2ccccc2cc1C(=O)NC3CC(C)C (stereo not given)	14.4	16.6
N#CC(c1cccc([N+](=O)[O-])c1)C(CC(=O)c1ccccc1)c1ccccc1 (stereo not given)	1.8	22.1
COc1ccc(NC(=O)N(C)[C@H]2C[C@H]3c4[nH]c5ccc(-c6cccc(C)c6)cc5c4CCN3C[C@H]2[C@H](C)O)cc1	-12.6	-2.0
CC(=O)Nc1ccc(-c2ccnc3c2CC(C(=O)Nc2ccc(Cl)c(C(F)(F)F)c2)O3)cc1 (stereo not given)	-2.6	7.4
CCc1ccc(S(=O)(=O)NCc2ccc(C(=O)NCCN(Cc3ccccc3)C(C)C)cc2)cc1	-0.2	-0.6
Cc1cccc(S(=O)(=O)N(C)C[C@H]2OCc3cnnn3CCCC(=O)N([C@H](C)CO)C[C@@H]2C)c1	4.1	-9.1
COc1ccc(-c2cc(NC=O)c3ncc(-c4ccc(OC)c(OC)c4)n3c2)c(OC)c1	5.1	7.1
CCCN(CCC)CCNC(=O)Cn1cc2c(n1)-c1c(oc(C(=O)N3CCCC3)c1C)CC2	3.2	-7.8
Cc1ccc(S(=O)(=O)NC[C@H]2O[C@@H](n3cnc4c(N)ncnc43)[C@H](O)[C@@H]2O)cc1	0.4	1.9
COc1ccccc1CCn1cnc(-c2ccc(Br)cc2)c1C(C)C	1.9	10.1
CCOC(=O)[C@]12CCC=C1N(Cc1ccccc1)C(=O)[C@H](CC(=O)N1CCSCC1)C2	2.3	-5.7
Cc1ccc(NC(=O)C2(C)CCN2C(=O)Cc2cc(F)ccc2F)cc1 (stereo not given)	1.3	-11.1
Cc1cc(Cl)ccc1-c1cc2nc(NCCCN(C)C)n(C)c(=O)c2s1	-3.0	-11.5
CCOC1=C2CN(S(=O)(=O)c3ccc(C)cc3)[C@H](c3ccccc3)C[C@@H]2N(S(=O)(=O)c2ccc(C)cc2)[C@H](c2ccccc2)C1	4.0	-14.4
O=[N+]([O-])c1cc(Br)c2c(c1)CCN2	3.0	-10.8
Next section.
SMILES	CXCR6 inh	EBI2 block
COc1cccc(C2=Cc3ccc(F)cc3C(CC(C)=O)N2c2ccc(C#CC3(O)CCCCC3)cc2)c1 (stereo not given)	-6.5	4.4
O=C(C=Cc1ccccc1F)c1ccccc1	0.1	6.7
CCNC(=O)N1C[C@H]2CON(C)[C@H]2C[C@H]1c1ccccc1Br	2.6	2.3
O=C(COC(=O)COc1ccc(Cl)cc1Br)NC1CCCC1	-2.3	-4.4
Fc1cccc(Cc2c(C3CCCCC3)nc3ccc(Cl)cn23)c1	7.5	13.5
CC(C)C(=O)N1CCC1(C)C(=O)NCc1cc(Cl)ccc1F (stereo not given)	0.4	-17.2
COc1cc(NC(=O)CCc2c(C)noc2C)c(C(=O)O)cc1OC	2.2	-3.7
CC(C)(C(=O)N1CCC1(C)C(=O)NS(=O)(=O)c1cccc(C#N)c1)c1ccccc1 (stereo not given)	-7.6	2.9
O=C1NC[C@H](CCCCN2C[C@H](Cc3ccc(O)cc3)N(Cc3ccccc3)C(=O)C2=O)N(CCc2ccc(O)cc2)C1=O	-1.1	-4.9
NNc1ccc([N+](=O)[O-])c2[nH][nH]c(=O)c12	15.2	-10.1
CCCOc1ccc(F)cc1-c1cc(C(=O)Nc2ccccc2)[nH]n1	-12.7	14.6
COC(=O)c1c(NC(=O)C2COc3ccccc3O2)sc2c1CCN(C(=O)OC)C2 (stereo not given)	8.6	11.3
C[C@@H]1CN([C@@H](C)CO)C(=O)c2cc(NC(=O)C3CCCCC3)ccc2O[C@@H](C)CCCCO[C@@H]1CN(C)Cc1ccncc1	-7.0	-8.3
COc1ccc(N=C2SCC(=O)N2C)cc1	1.7	3.5
Fc1ccc(-c2nc3c4ccccc4ccn3c2Cc2ccsc2)cc1	-2.6	7.0
CCCCc1c(O)nc(SCC(=O)Nc2ccc(OC)cc2)n(-c2ccc(C)c(C)c2)c1=O	2.4	3.5
O=C(NCCCN1CCOCC1)c1ccccc1N1C(=O)[C@@H]2Cc3c([nH]c4ccccc34)C(c3ccccc3)N2C1=O (stereo not given in full)	8.0	-3.1
Cc1cccc(-c2ccc3[nH]c4c(c3c2)CCN2C[C@H]3[C@H](C)ON(C)[C@H]3C[C@@H]42)c1	-4.2	-2.3
Cc1ccccc1COc1cccn2c(N(C)C(=O)CCC3CCCC3)c(C)nc12	12.1	8.9
Clc1ccc(-c2nc3ccc(Br)cn3c2Cc2ccccc2)cc1	21.5	20.7
Cc1ccc([C@H]2C[C@H](O)[C@@H](n3cc(COC(=O)c4ccccc4)nn3)CN2Cc2cccs2)cc1	-2.4	-3.9
NC(Cc1ccccc1)c1csc(Nc2ccc(C(=O)NCCO)cc2)n1 (stereo not given)	-8.8	-4.1
Cc1ccc(S(=O)(=O)N(CCCc2c(C)nc(N)[nH]c2=O)Cc2ccc([N+](=O)[O-])cc2)cc1	-1.2	4.9
CCCS(=O)(=O)NC(=O)C1(C)CCCN(C(=O)c2cncc(Br)c2)C1 (stereo not given)	-1.8	-4.8
COc1ccc(NC(=O)C[C@H]2C(=O)N(C3CCCCC3)C[C@@H]2c2ccc(OC)cc2)cc1	-1.4	-0.4
Next compounds.
SMILES	CXCR6 inh	EBI2 block
O=C(Nc1cc(S(=O)(=O)N2CCOCC2)ccc1N1CCOCC1)c1cccc(Cl)c1	-1.0	-2.5
O=C(CC[C@H]1O[C@@H](n2ccc(=O)[nH]c2=O)[C@H](O)[C@@H]1O)NCC(c1ccccc1)c1ccccc1	2.7	-17.9
Cc1ccc(S(=O)(=O)NC(=O)C2(C)CCN2C(=O)Cc2ccc(-c3ccccc3)cc2)cc1 (stereo not given)	-3.7	-10.1
CC(C)COC(=O)N(C)C[C@@H]1OCc2cn(nn2)CCCC(=O)N([C@@H](C)CO)C[C@H]1C	-2.0	3.9
COc1ccc(C=CC(=O)c2ccc(OCc3ccccc3)c(OC)c2)cc1OC	5.9	13.8
CCNC(=O)C1(C)CCN(C(=O)c2ccc(OC)cc2)C1 (stereo not given)	-0.6	4.2
CC(C)NC(=O)CN1CCN(C(c2cc3ccccc3o2)c2nnnn2C(C)(C)C)CC1 (stereo not given)	-8.0	-7.4
C[C@@H]1CCCCO[C@@H](CN(C)C(=O)C2CCCCC2)[C@@H](C)CN([C@H](C)CO)C(=O)c2cc(NC(=O)NC3CCCCC3)ccc2O1	4.9	-3.8
CC(C)C[C@H]1CN([C@@H](Cc2ccc(O)cc2)CN2CCC[C@@H]2CN2C(=S)NC[C@@H]2Cc2ccccc2)C(=S)N1CCc1ccccc1	7.9	20.6
CN1[C@@H](COCc2ccccc2)C=CS1(=O)=O	2.3	-2.3
O=S1(=O)CC(N2CCN(Cc3ccccc3F)CC2)CN1Cc1cn(Cc2ccccc2)nn1 (stereo not given)	-3.6	-5.6
COc1cccc(NC(=O)C2(C)CCN2C(=O)Cc2cccc3ccccc23)c1 (stereo not given)	1.6	2.4
COc1ccc(C(=O)N2CCCC(CO)C2)cc1OC1CCN(C(C)C)CC1 (stereo not given)	2.7	0.6
CC(C)C[C@@H]1Cc2[nH]c(=S)[nH]c(=O)c2[C@H](CCc2ccccc2)O1	-1.3	0.7
COc1ccc(NC(=O)c2cc(C3CCCCN3C(=O)c3ccc(NC(C)=O)cc3)on2)c(C)c1 (stereo not given)	-9.7	13.3
CC(C)(C)OC(=O)N1CCC[C@@H]1C(=O)N1CCC[C@@H]1C(=O)NCc1ccccc1Cl	-0.6	-5.9
CCCNC(=O)C1(C)CCN(C(=O)c2cc(F)ccc2C)C1 (stereo not given)	0.9	-0.6
C[C@H]1CN([C@@H](C)CO)S(=O)(=O)c2ccc(Br)cc2O[C@H]1CN(C)C(=O)c1cccc(F)c1	-1.3	-4.1
Cc1ccc2ccccc2c1C(O)c1ncc(-c2ccccc2Cl)[nH]1 (stereo not given)	-0.2	5.6
NC(=O)C(NN=C(c1ccccc1)c1ccccc1)c1ccccc1 (stereo not given)	-0.6	-4.1
CCCCNC(=O)C1(C)CCN1Cc1ccc(C(=O)OCC)cc1 (stereo not given)	-2.3	-6.1
CC1=CCC[C@@H]2[C@]3(CC/C(=C/CO)CO)CO[C@@]2(C1)[C@@H](O)C[C@H]3C	1.9	2.7

Pulled by structure from above (7):
SMILES	CXCR6 inh	EBI2 block
CCCN(CCC)CCNC(=O)Cn1cc2c(n1)-c1c(oc(C(=O)N3CCCC3)c1C)CC2	3.2	-7.8
CC(C)C[C@H]1CN([C@@H](Cc2ccc(O)cc2)CN2CCC[C@@H]2CN2C(=S)NC[C@@H]2Cc2ccccc2)C(=S)N1CCc1ccccc1	7.9	20.6
NNc1ccc([N+](=O)[O-])c2[nH][nH]c(=O)c12	15.2	-10.1
CCOC(=O)c1ccccc1NC(=O)COC(=O)C(CC)Oc1ccccc1 (stereo not given)	11.1	3.7
Fc1cccc(Cc2c(C3CCCCC3)nc3ccc(Cl)cn23)c1	7.5	13.5
CCCCc1c(O)nc(SCC(=O)Nc2ccc(OC)cc2)n(-c2ccc(C)c(C)c2)c1=O	2.4	3.5
COc1ccc(NC(=O)N(C)[C@H]2C[C@H]3c4[nH]c5ccc(-c6cccc(C)c6)cc5c4CCN3C[C@H]2[C@H](C)O)cc1	-12.6	-2.0

Only part of the results is shown, so the mix of outcomes need not match the whole.
